Cy5 interf NS3h = Cy5 fluorescence quenchers or enhancers, artefact control for HCV NS3 helicase inhibitor project, biochemical, ChemBridge library, Cy5 readout | Cy5-dT15 DNA with NS3h, fluorescence interference; actives lie on both sides; signal over control mean, under 1 quenches | fluorescence interference ratio at 100 µM | hit rate 6% among 16,000 | AID 720488, 2013;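 active means compound fluorescence over control fluorescence at most 0.8, a quencher, or at least a set upper limit, an enhancer; inactive means ratio between 0.8 and the set upper limit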
HCV NS3h FP = HCV NS3 helicase inhibitors, primary screen, biochemical, fluorescence polarization, ChemBridge library; Hepatitis C virus NS3 helicase; NS3h Cy5-dT15 DNA binding; inhibition, % at 100 µM; hit rate 1.6% among 16,000;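 active means inhibition above the average over every tested compound plus 3 SD, cut at about 40% in these data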
* hit, by the source's call.

SMILES | Cy5 interf NS3h | HCV NS3h FP
Cc1ccc(S(=O)(=O)N=C2C=C(Cl)C(=O)C(Br)=C2)cc1 | 0.61* | 34
COc1cc(NC(=O)c2cccc(F)c2)cc(OC)c1 | 0.97 | 8
C=C(Br)Cn1c(C)nc2ccccc21 | 0.99 | 0
Nn1c(-c2ccco2)nc2ccccc2c1=O | 1.1 | 9
COc1cccc(C(=O)O/N=C(/N)c2ccccc2)c1 | 0.99 | -10
Cc1cccc(-n2c(C)cc(/C=C3/NC(=O)NC3=O)c2C)c1 | 0.97 | 20
Cc1ccc2oc(-c3ccc(NC(=O)/C=C/c4ccccc4)cc3O)nc2c1 | 1.2 | 12
Cc1cc(SCc2ccccc2)n2ncnc2n1 | 1.1 | 0
O=C(/C=C/c1ccc(-c2ccccc2Cl)o1)c1ccco1 | 1.1 | 15
N#Cc1c2c(c(N3CCCC3)n3c1nc1ccccc13)CCC2 | 0.96 | -2
Nc1nc2n(n1)C(c1ccccc1)C=C(c1ccccc1)N2 (stereo not drawn) | 1.1 | -2
CC(=O)CC(=O)Nc1ccc(Br)cc1 | 0.89 | -12
COc1ccc2nc(NC(=O)NC34CC5CC(CC(C5)C3)C4)sc2c1 | 0.99 | 4
O=C(NCc1ccccn1)c1ccccc1Oc1ccccc1 | 1 | 4
COC(=O)c1ccccc1NC(=S)NC(NC(=O)c1ccc(F)cc1)C(Cl)(Cl)Cl (stereo not drawn) | 0.89 | 14
N#C/C(=C/c1ccco1)c1nc(-c2cc3ccccc3oc2=O)cs1 | 1.1 | 31
CCc1c(C)c(C#N)c2nc3ccccc3n2c1Nc1ccc(O)cc1 | 1.1 | 26
Cc1cccc(C2OC3(C(=O)c4ccccc4C3=O)C3C(=O)N(c4ccccc4Br)C(=O)C23)c1 (stereo not drawn) | 0.98 | 8
C=CCN1C(=O)/C(=C\c2cc(C)n(-c3ccc([N+](=O)[O-])cc3)c2C)SC1=S | 1 | -11
O=C(Nc1ccc2nn(-c3ccccc3)nc2c1)C(Cl)(Cl)Cl | 0.69* | 2
Cc1ccc(-c2cc(C(F)(F)F)n3ncc(C(=O)N4CCN(c5ccc(F)cc5)CC4)c3n2)cc1 | 0.61* | 10
CCOc1cc(C2Nc3ccccc3C(=O)N2Cc2ccco2)ccc1OCc1ccccc1Cl (stereo not drawn) | 0.95 | 6
NC(=O)c1nn2c(c1Cl)NC(c1ccco1)CC2C(F)(F)F (stereo not drawn) | 0.93 | -9
Cc1cccc(NC(=O)Cc2ccccc2)c1C | 1.1 | 6
Cc1ccc(-c2nc3ccc(C)cn3c2NC(=O)c2ccco2)cc1 | 0.88 | 9
O=C(O)COc1ccc(N2C(=O)c3c(Cl)c(Cl)c(Cl)c(Cl)c3C2=O)cc1 | 0.95 | 10
CCOc1cc(/C=C2/SC(=S)N(Cc3ccccc3)C2=O)ccc1OCc1ccccc1 | 1.1 | 1
CCc1ccccc1NC(=O)[C@H]1CC=CC[C@H]1C(=O)O | 0.74* | 19
O=[N+]([O-])c1ccc(-c2nc(Cc3ccccc3Cl)no2)cc1 | 1 | -1
COc1ccc(CNc2cccc(SC)c2)c(OC)c1 | 1.1 | 13
O=C1NN(c2ccc(F)c(Cl)c2)C(=O)/C1=C\c1ccc(-c2cccc(C(=O)O)c2)o1 | 0.8* | 43*
CC1=C(C(=O)OC(C)C)C(c2ccc(F)cc2)C(C(=O)OC(C)C)=C(C)N1 | 0.93 | 23
Cc1ccc2nc(-c3ccc([N+](=O)[O-])cc3)cn2c1 | 0.98 | 5
O=C1/C(=C/c2ccccc2O)SC(=S)N1Cc1ccco1 | 1 | 17
O=C(NCc1ccc(Cl)c(Cl)c1)c1ccc(Br)cc1 | 1 | 8
Cc1ccc(S(=O)(=O)NCc2nnc(NC(=O)c3ccc(Br)cc3)s2)cc1 | 1.1 | -10
N#Cc1c(-c2ccccc2)cc(-c2ccc(Br)cc2)nc1N | 1.1 | 6
COc1ccc(C2CC(=O)C3=C(C2)Nc2ccccc2NC3c2ccc(SC)cc2)cc1 (stereo not drawn) | 0.96 | 11
CN1CCN(Cc2c(O)ccc3cc(-c4nc5ccccc5[nH]4)c(=O)oc23)CC1 | 0.92 | 4
NC(=O)c1ccccc1NC(=O)/C(=C/c1ccccc1)c1ccccc1 | 1.1 | 25
O=C1c2ccccc2C(=O)N1c1ccc2c(c1)C(=O)N(c1ccccc1)C2=O | 1 | 6
Cc1cc(C)cc(NC(=O)c2ccc(C)c([N+](=O)[O-])c2)c1 | 1 | -7
COc1ccc(-c2cn3cc(Cl)ccc3n2)cc1Br | 0.86 | 14
O=C(NCCc1ccc(F)cc1)C(=O)NC1CC1 | 1.1 | 6
CC(C)(C)NC(=O)c1cc(-c2ccc(Cl)cc2)nc2ccccc12 | 0.98 | 10
COc1cc(/C=C2\SC(=S)N(c3ccc([N+](=O)[O-])cc3)C2=O)ccc1OC(=O)C12CC3CC(CC(C3)C1)C2 | 1.1 | 7
O=C1C(=O)N(Cc2ccccc2)C(c2cccc(F)c2)C1=C(O)c1ccccc1 (stereo not drawn) | 0.96 | -14
O=C(COc1ccc2ccccc2c1)Nc1cc([N+](=O)[O-])ccc1F | 1 | -1
COc1ccc(C(=O)NC(=S)Nc2cccc([N+](=O)[O-])c2)cc1 | 0.91 | 17
COc1cc(NC(=O)c2ccc(Cl)cc2Cl)cc(OC)c1 | 0.89 | 9
O=C(N1CCOCC1)N1CCN(c2ccccc2)CC1 | 1 | -3
C=CCc1ccccc1OCCOc1c(I)cc(/C=C2/SC(=S)N(C)C2=O)cc1OC | 1.2 | 3
CCOc1cc(/C=C2/SC(=S)N(CC)C2=O)ccc1OCc1ccccc1Cl | 1.1 | 3
COc1ccc2nc(NC(=O)COC(=O)CN3C(=O)c4ccccc4C3=O)sc2c1 | 0.95 | 8
CC(=O)C(C(=O)c1ccccc1)C1(O)C(=O)Nc2ccccc21 (stereo not drawn) | 0.79* | -3
O=[N+]([O-])c1ccc(S(=O)(=O)Nc2ccccc2CO)cc1 | 1 | 7
Cc1ccc(-c2ccc(OCC(=O)N3CCCc4ccccc43)cc2)cc1 | 1 | 8
Cc1ccccc1C(=O)Nc1cccc(Oc2ccc3c(c2)C(=O)N(c2ccccc2)C3=O)c1 | 0.98 | 14
O=C(NCc1ccc2c(c1)OCO2)c1cccc(I)c1 | 0.89 | 15
CCOCCOC(=O)c1ccc(NC(=O)c2cccnc2)cc1 | 1 | -6

Following part:
SMILES | Cy5 interf NS3h | HCV NS3h FP
Cc1oc2ccccc2c1/C=N\n1cnc2sc3c(c2c1=O)CCCC3 | 1 | 1
CCOC(=O)C1CCN(C(=O)Nc2ccc(Cl)cc2)CC1 | 1 | 0
COc1ccccc1/C=C1\C=C(c2ccc(Cl)cc2)OC1=O | 1 | 1
Cc1ccc(S(=O)(=O)N(Cc2ccccc2)c2ccccc2C(=O)NCc2ccccc2)cc1 | 0.9 | -2
COC(=O)c1cc(NC(=O)c2ccc(OCc3ccccc3)cc2)cc(C(=O)OC)c1 | 0.95 | -4
O=C1C(=O)N(Cc2ccc(F)cc2)c2ccc(Br)cc21 | 0.93 | 3
CCc1cccc(C)c1NC(=O)c1cc(OC)c(OC)cc1[N+](=O)[O-] | 1 | 2
COC(=O)c1ccccc1NC(=O)c1ccc(Cl)cc1 | 0.92 | -3
CCCCNC(=O)/C(=C/c1ccccc1)NC(=O)c1ccc(OC)cc1 | 0.95 | 16
CC1=C(C(=O)Nc2ccccc2Cl)C(c2ccc(F)cc2)NC(=S)N1 (stereo not drawn) | 0.97 | 1
O=C(O)CC(NC(=O)COc1ccc(Cl)cc1Cl)C(=O)O (stereo not drawn) | 0.96 | -1
O=C1NC(=S)N(c2ccccc2)C(=O)/C1=C/c1ccc(-c2ccc(Cl)c(C(=O)O)c2)o1 | 1 | 93*
C/C=C/C=C(/NC(=O)c1ccccc1)C(=O)Nc1cccc(C)c1 | 1.1 | 23
COc1ccc(S(=O)(=O)N(CCc2ccccc2)CC(=O)Nc2ccc3c(c2)OCO3)cc1 | 1 | -2
Cc1ccc(-c2cc(C(F)(F)F)n3nc(C(=O)OC(C)C)cc3n2)cc1 | 0.98 | 4

Full records, looked up by structure. Order of values: Cy5 interf NS3h | HCV NS3h FP
Profile of O=C1NC(=S)N(c2ccccc2)C(=O)/C1=C/c1ccc(-c2ccc(Cl)c(C(=O)O)c2)o1 → 1 | 93*
Profile of C/C=C/C=C(/NC(=O)c1ccccc1)C(=O)Nc1cccc(C)c1 → 1.1 | 23

In a second layout: entries from further up.
Cy5 interf NS3h,HCV NS3h FP,SMILES
0.61*,34,Cc1ccc(S(=O)(=O)N=C2C=C(Cl)C(=O)C(Br)=C2)cc1
0.97,8,COc1cc(NC(=O)c2cccc(F)c2)cc(OC)c1
0.99,0,C=C(Br)Cn1c(C)nc2ccccc21
1.1,9,Nn1c(-c2ccco2)nc2ccccc2c1=O
0.99,-10,COc1cccc(C(=O)O/N=C(/N)c2ccccc2)c1
0.97,20,Cc1cccc(-n2c(C)cc(/C=C3/NC(=O)NC3=O)c2C)c1
1.2,12,Cc1ccc2oc(-c3ccc(NC(=O)/C=C/c4ccccc4)cc3O)nc2c1
1.1,0,Cc1cc(SCc2ccccc2)n2ncnc2n1
1.1,15,O=C(/C=C/c1ccc(-c2ccccc2Cl)o1)c1ccco1
0.96,-2,N#Cc1c2c(c(N3CCCC3)n3c1nc1ccccc13)CCC2
1.1,-2,Nc1nc2n(n1)C(c1ccccc1)C=C(c1ccccc1)N2 (stereo not drawn)
0.89,-12,CC(=O)CC(=O)Nc1ccc(Br)cc1
0.99,4,COc1ccc2nc(NC(=O)NC34CC5CC(CC(C5)C3)C4)sc2c1
1,4,O=C(NCc1ccccn1)c1ccccc1Oc1ccccc1
0.89,14,COC(=O)c1ccccc1NC(=S)NC(NC(=O)c1ccc(F)cc1)C(Cl)(Cl)Cl (stereo not drawn)
1.1,31,N#C/C(=C/c1ccco1)c1nc(-c2cc3ccccc3oc2=O)cs1
1.1,26,CCc1c(C)c(C#N)c2nc3ccccc3n2c1Nc1ccc(O)cc1
0.98,8,Cc1cccc(C2OC3(C(=O)c4ccccc4C3=O)C3C(=O)N(c4ccccc4Br)C(=O)C23)c1 (stereo not drawn)
1,-11,C=CCN1C(=O)/C(=C\c2cc(C)n(-c3ccc([N+](=O)[O-])cc3)c2C)SC1=S
0.69*,2,O=C(Nc1ccc2nn(-c3ccccc3)nc2c1)C(Cl)(Cl)Cl
0.61*,10,Cc1ccc(-c2cc(C(F)(F)F)n3ncc(C(=O)N4CCN(c5ccc(F)cc5)CC4)c3n2)cc1
0.95,6,CCOc1cc(C2Nc3ccccc3C(=O)N2Cc2ccco2)ccc1OCc1ccccc1Cl (stereo not drawn)
0.93,-9,NC(=O)c1nn2c(c1Cl)NC(c1ccco1)CC2C(F)(F)F (stereo not drawn)
1.1,6,Cc1cccc(NC(=O)Cc2ccccc2)c1C
0.88,9,Cc1ccc(-c2nc3ccc(C)cn3c2NC(=O)c2ccco2)cc1

The listing continues.
SMILES | Cy5 interf NS3h | HCV NS3h FP
Cc1ccc(-c2nc3ccccc3o2)cc1NC(=S)NC(=O)/C=C/c1ccccc1 | 1.1 | 2
Cc1cccc(OCCNc2cc(Cl)ccc2[N+](=O)[O-])c1 | 0.82 | 14
O=C1C=C(Nc2ccccc2)C(=O)N1c1ccccc1Cl | 1 | 11
CCCN1C(=O)c2ccccc2NC1c1cccc(F)c1 (stereo not drawn) | 0.97 | 4
CCOc1nc(OCC)c(C=O)c(OCC)n1 | 0.94 | 10
CCOC(=O)c1ccccc1NC(=O)CN(c1ccccc1OC)S(=O)(=O)c1ccccc1 | 1 | 12
CC1CCCC(C)N1C(=O)COc1ccc2ccccc2c1 (stereo not drawn) | 1 | 7
Cc1cc([N+](=O)[O-])ccc1N[C@@H]1C[C@H](O)[C@@H](CO)O1 | 0.98 | -2
O=C(Nc1ccc(Cl)c(Cl)c1)Nc1nnc(COc2ccccc2)s1 | 0.99 | 9
CCOc1ccc(-n2nc3ccc(NC(=O)c4ccc(Cl)cc4)cc3n2)cc1 | 0.64* | 15
O=C(c1ccccc1)C(Sc1ccc(Br)cc1)C(=O)c1ccccc1 | 1 | 8
COc1ccc(N(CC(=O)N2CCCC2)S(=O)(=O)c2ccc(C)cc2)c(OC)c1 | 1 | 5
O=S1(=O)N=C(Oc2ccc(-c3ccccc3)cc2)c2ccccc21 | 0.99 | -2
COc1cc(Br)cc(/C=C2\C(=O)NN(c3ccccc3)C2=O)c1O | 0.82 | 45*
COc1ccc2c(c1)CC/C2=N/OC(=O)c1cccc2ccccc12 | 1.1 | 21
Cc1ccc(N)cc1NC(=O)c1ccccc1 | 1 | 0
CC1=C(C(=O)OC(C)C)C(c2coc3ccccc3c2=O)C2=C(CC(C)(C)CC2=O)N1 (stereo not drawn) | 0.95 | 2
COc1ccc(NC(=O)CN(c2cccc(C(F)(F)F)c2)S(C)(=O)=O)c(OC)c1 | 0.98 | 9
Cc1ccccc1OCC(=O)Nc1cccc(-c2nc3ccccc3[nH]2)c1 | 0.96 | 14
Cc1ccc(C)c(S(=O)(=O)Nc2ccc3oc4c(c3c2)C(=O)CCC4)c1 | 0.93 | 10
